KCNK3 block: human KCNK3 channel inhibitors, primary screen, CHO cells, FluxOR thallium flux, B-score | FluxOR fluorescence; hits give low values | 0.84% of 340,000 active | B-score at 10 µM | Potassium channel subfamily K member 3 (Homo sapiens), O14649 | AID 602410, 2012;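 active = B-score under library mean minus 4 SD, starting fluorescence ratio at most library mean plus 5 SD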;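 also: more negative B-score means stronger inhibition of thallium flux through KCNK3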
Target sequence (O14649 whole entry, looked up): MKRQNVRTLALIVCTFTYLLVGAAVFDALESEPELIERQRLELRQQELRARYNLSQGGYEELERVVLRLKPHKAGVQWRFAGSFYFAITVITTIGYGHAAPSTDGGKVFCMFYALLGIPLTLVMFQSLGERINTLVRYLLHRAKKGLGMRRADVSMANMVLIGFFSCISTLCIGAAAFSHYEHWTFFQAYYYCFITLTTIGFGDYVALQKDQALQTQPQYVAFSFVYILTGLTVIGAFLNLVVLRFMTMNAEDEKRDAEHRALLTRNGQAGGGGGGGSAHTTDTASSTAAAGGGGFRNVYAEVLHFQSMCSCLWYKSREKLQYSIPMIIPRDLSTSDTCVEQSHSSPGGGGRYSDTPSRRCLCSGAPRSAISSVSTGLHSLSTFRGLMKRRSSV
Dyrk1A ADPGlo: rat Dyrk1A kinase inhibitors, primary screen, biochemical, single point, plate reader; ADP-Glo luminescence, NFATc1 peptide; Dual specificity tyrosine-phosphorylation-regulated kinase 1A (Rattus norvegicus), Q63470; AID 504441, 2011; inhibition, % at 12.5 µM; 0.43% of 310,000 active; in the data active = inhibition above about 50%;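 also: plate controls were vehicle with enzyme for no effect and no enzyme for full effect; many of its hits are not listed in these tables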
GSK3A inh: blockers of GSK3A enzyme activity – biochemical, luminescence, cell-free homogeneous, HTS, primary screen | GSK-3 alpha kinase, ADP-Glo luminescence, 60 min | AID 2650, 2010 | 0.1% of 320,000 active | inhibition, % at 10 µM | Glycogen synthase kinase-3 alpha (Homo sapiens), P49840;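 in the data active = inhibition above about 50%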;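 also: GST-tagged GSK-3 alpha with peptide substrate and 25 µM ATP; 0% = DMSO neutral wells and 100% = GW8510 positive control wells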
Target sequence (P49840 whole entry, looked up): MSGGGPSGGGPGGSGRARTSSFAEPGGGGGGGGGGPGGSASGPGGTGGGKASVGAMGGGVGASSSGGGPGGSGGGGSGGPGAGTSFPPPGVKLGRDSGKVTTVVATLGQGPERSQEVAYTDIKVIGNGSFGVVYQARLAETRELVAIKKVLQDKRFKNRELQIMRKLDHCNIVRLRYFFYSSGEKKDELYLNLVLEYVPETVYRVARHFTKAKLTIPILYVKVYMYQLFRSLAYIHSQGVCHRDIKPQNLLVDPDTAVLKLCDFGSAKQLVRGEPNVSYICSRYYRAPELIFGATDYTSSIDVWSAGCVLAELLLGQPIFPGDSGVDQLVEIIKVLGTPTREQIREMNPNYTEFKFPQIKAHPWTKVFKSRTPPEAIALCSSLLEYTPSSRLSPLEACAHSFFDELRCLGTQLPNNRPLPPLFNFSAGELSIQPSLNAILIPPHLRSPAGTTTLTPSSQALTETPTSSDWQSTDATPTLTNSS
An asterisk follows results filed as active; i = inactive.

SMILES	KCNK3 block	Dyrk1A ADPGlo	GSK3A inh
Cc1ccc(C(=O)OCC(=O)NC2CCS(=O)(=O)C2)c(C)c1 (stereo not given)	i	1	1
O=C(COC(=O)Cc1c(F)cccc1Cl)Nc1ccc2[nH]c(=O)[nH]c2c1	i	12	-1
Cc1ccc2c(c1)C(=O)C(=O)N2Cc1ccc(C(F)(F)F)cc1	i	3	-2
NNC(=O)c1n[nH]c2c1CC(C1CCCCC1)CC2 (stereo not given)	i	12	-1
CC(C)(C)OC(=O)N1CCC(NC(=O)c2nc[nH]c2C(=O)NC2CCN(C(=O)OC(C)(C)C)CC2)CC1	i	6	10
Cc1ccc(NC(=O)CN(C)CC(=O)N(C)Cc2ccccc2)cc1	i	1	-4
Cc1ccsc1C(=O)N1CCN(C(=O)c2ccco2)CC1	i	2	3
C=CCn1c(SCC(=O)NCC(c2ccccc2)N(C)C)nnc1C1CCCCC1 (stereo not given)	i	3	-1
CCCCCCSc1ccc([C@@H]2[C@H]3C(=O)N(CC)C(=O)[C@H]3[C@]3(C(=O)OC)CCCN23)cc1	i	6	1
CCOC(=O)c1ccc(S(=O)(=O)NNC(=O)Cc2csc(C)n2)cc1	i	2	0
CN(c1ccccc1)S(=O)(=O)c1cccc(C(=O)OCC(=O)NCc2ccccc2)c1	i	-1	0
O=C(CSc1ncnc2sccc12)NCc1ccc2c(c1)OCO2	i	4	-1

Part of the list above in order of length of the SMILES, descending:
SMILES	KCNK3 block	Dyrk1A ADPGlo	GSK3A inh
CN(c1ccccc1)S(=O)(=O)c1cccc(C(=O)OCC(=O)NCc2ccccc2)c1	i	-1	0
C=CCn1c(SCC(=O)NCC(c2ccccc2)N(C)C)nnc1C1CCCCC1 (stereo not given)	i	3	-1
Cc1ccc(C(=O)OCC(=O)NC2CCS(=O)(=O)C2)c(C)c1 (stereo not given)	i	1	1
Cc1ccc(NC(=O)CN(C)CC(=O)N(C)Cc2ccccc2)cc1	i	1	-4

Part of the list above, with values under each structure.
Under each structure: KCNK3 block	Dyrk1A ADPGlo	GSK3A inh
C=CCn1c(SCC(=O)NCC(c2ccccc2)N(C)C)nnc1C1CCCCC1 (stereo not given)
 : i	3	-1
CCCCCCSc1ccc([C@@H]2[C@H]3C(=O)N(CC)C(=O)[C@H]3[C@]3(C(=O)OC)CCCN23)cc1
 : i	6	1
CCOC(=O)c1ccc(S(=O)(=O)NNC(=O)Cc2csc(C)n2)cc1
 : i	2	0
CN(c1ccccc1)S(=O)(=O)c1cccc(C(=O)OCC(=O)NCc2ccccc2)c1
 : i	-1	0

The results go on.
SMILES	KCNK3 block	Dyrk1A ADPGlo	GSK3A inh
Cc1onc(-c2c(F)cccc2Cl)c1C(=O)N[C@@H]1C(=O)N2C(C(=O)O)C(C)(C)S[C@H]12 (stereo not given in full)	i	-1	-8
Cc1ccccc1NC(=O)Cc1nc(COC(=O)c2nc(Cl)ccc2Cl)cs1	i	5	-3
CN(CC(=O)Nc1ccc(OC(F)(F)F)cc1)C(=O)Cn1c(=O)cnc2ccccc21	i	3	0
C[C@H](NC(=O)c1ccc(Cl)cc1)C(=O)NNC(=O)c1cccs1	i	-4	-4
O=C(c1ccc(Cl)c(S(=O)(=O)N2CCc3ccccc32)c1)N1CCN(c2ccccc2O)CC1	i	-3	1
CC(C)(C)c1nc2ccccc2c(=O)n1N1C(=O)c2ccccc2C1=O	i	-3	0
O=C(CN1CCCC1c1cccs1)Nc1cccc(S(=O)(=O)N2CCCC2)c1 (stereo not given)	i	1	1
Cc1cccc(C(=O)NCC(=O)OCC(=O)NC2CCCCC2)c1	i	-4	-3
CC(C(=O)OCC(=O)NC1CCCCC1)N1C(=O)c2ccccc2C1=O (stereo not given)	i	4	-3
COc1ccc(N(CC(=O)Nc2ccc(C)cn2)S(=O)(=O)c2c(C)nn(C)c2C)cc1	i	5	-1
CC1(C)C2CCC1(CS(=O)(=O)N1CCCC1C(=O)O)C(=O)C2 (stereo not given)	i	0	-2
COc1ccccc1N1CCN(C(=O)CCCCn2c(=O)[nH]c3ccsc3c2=O)CC1	i	4	-3
COc1ccc(C)cc1S(=O)(=O)N1CCN(C)CC1c1ccccc1 (stereo not given)	i	-3	0
CCCCCCSc1ccc(-c2nc3cc(C)ccn3c2NC2CCCCC2)cc1	i	-1	3
Cc1ccc(SCC(=O)OCC(=O)NCCc2ccccc2)cc1C	i	-3	-4
CCOC(=O)c1csc(NC(=O)c2cc(-c3ccccn3)nc3ccccc23)n1	i	-5	5
COc1ccc(S(N)(=O)=O)cc1C(=O)NNC(=O)CN(C)S(=O)(=O)c1ccc(Cl)cc1	i	1	1
Cc1cc(C(=O)OCC(=O)N2CCC(C)CC2)c2ccccc2n1	i	8	0
O=C(OCC(=O)N1CCOCC1)c1ccccc1OCc1ccccc1	i	3	0
O=C(Nc1cc(C(=O)N2CCN(c3ccccc3)CC2)ccc1Cl)c1cccs1	i	3	-1
O=C(CNC(=O)c1ccccc1)OCC(=O)c1ccc(Cl)s1	i	-6	-2
O=C(COC(=O)c1ccc([N+](=O)[O-])o1)NCc1ccc2c(c1)OCO2	i	0	-1
COc1cccc(C(=O)OCC(=O)NC23CC4CC(CC(C4)C2)C3)c1	i	6	-2
CCOc1ccccc1OCC(=O)OCC(=O)c1c(N)n(CC(C)C)c(=O)n(C)c1=O	i	1	0
CN(CC(=O)Nc1ccccc1Cl)C(=O)C1CCN(C(=O)c2ccc(F)cc2)CC1	i	-2	-1
CC(=O)C[C@H](O)CC(=O)[C@H]1OC(=O)CC/C=C\Cc2ccccc21	i	14	2
O=C(Nc1ccc(N2CCOCC2)cc1N1CCOCC1)c1ccccc1	i	2	-3
COC(=O)c1c(C)[nH]c(C(=O)C(C)OC(=O)c2ccco2)c1C (stereo not given)	i	-4	8
CN(CC(=O)Nc1ccccc1Cl)C(=O)Cn1cnc2ccc(Cl)cc2c1=O	i	-5	-3
O=C(CN1C(=O)NC2(CCCCCC2)C1=O)NCc1ccccc1Cl	i	1	-2
CN(Cc1ccccc1)C(=O)c1cccc(NC(=O)Cc2ccc([N+](=O)[O-])cc2)c1	i	-7	-1
COc1ccccc1/C=C/C(=O)OCC(=O)N1CCc2ccccc21	i	-3	-1
O=C1NC(=O)C(=O)N1	i	0	0
COc1ccc(S(=O)(=O)N(C)C[C@H]2Oc3ccc(NC(=O)C4CCCCC4)cc3C(=O)N([C@H](C)CO)C[C@@H]2C)cc1	i	0	-3
O=C(NN1CCOCC1)c1c(-c2ccccc2)sc2ccccc12	i	6	-3
Cc1ccc(C(=O)NNC(=O)c2ccc(NS(=O)(=O)c3cccs3)cc2)o1	i	1	-3

Five of the entries above in order of their number in GSK3A inh, smallest number first.
SMILES	KCNK3 block	Dyrk1A ADPGlo	GSK3A inh
O=C(Nc1ccc(N2CCOCC2)cc1N1CCOCC1)c1ccccc1	i	2	-3
Cc1ccc2c(c1)C(=O)C(=O)N2Cc1ccc(C(F)(F)F)cc1	i	3	-2
NNC(=O)c1n[nH]c2c1CC(C1CCCCC1)CC2 (stereo not given)	i	12	-1
O=C1NC(=O)C(=O)N1	i	0	0
CC(=O)C[C@H](O)CC(=O)[C@H]1OC(=O)CC/C=C\Cc2ccccc21	i	14	2

Additional results.
SMILES	KCNK3 block	Dyrk1A ADPGlo	GSK3A inh
OCC[C@H]1C[C@H](O)[C@@H](O)[C@]2(OCc3ccccc32)O1	i	4	0
COc1ccc(NC(=O)N(C)C[C@H]2Oc3c(NC(=O)Nc4ccccc4)cccc3C(=O)N([C@H](C)CO)C[C@@H]2C)cc1	i	0	0
O=C1C=CN2CCCCC2CC1 (stereo not given)	i	-2	2
CC1(C)CC2C1CCC1(O)CC2(C)CCC1N(O)c1ccc(C(=O)NCCO)cn1 (stereo not given)	i	1	-4
COc1cc2c(-c3ccc4c(c3)OCO4)c(-c3ccsc3)oc(=O)c2cc1OC	i	8	-1
CCc1c(C)[nH]n(-c2ccc(Oc3ccccc3)c(S(=O)(=O)O)c2)c1=O	i	-6	-4
N=c1ccn2c(n1)O[C@H]1[C@@H](CO)[C@H](O)O[C@H]12	i	2	0
O=C(Nc1cccc(S(=O)(=O)NC2=NCCC2)c1)c1ccc(F)cc1F	i	2	-9
C=CC[C@@H](CC(=O)NCCO)C(=O)N[C@@H](C)COC(=O)[C@@H](CC=C)Cc1ccc(F)cc1	i	4	3
CCC(CO)Oc1cc(NCc2cccc(Cl)c2)c2ncn(C(C)C)c2c1 (stereo not given)	i	5	2
CC1CCCCC1NC(=O)CN1CCN(S(=O)(=O)c2ccc(Br)s2)CC1 (stereo not given)	i	1	0
COc1ccc(-c2ccc3c(c2)S(=O)(=O)c2cccc(C(=O)NC4CC4)c2C3=O)cc1OC	i	6	2
CC1CCCC(C)N1C(=O)COC(=O)c1ccc([N+](=O)[O-])o1 (stereo not given)	i	-3	-1
Cc1ccc(C(=O)NCCc2ccccc2)cc1S(=O)(=O)N1CCOCC1	i	1	-2
CCCn1c(=O)c(C(=O)NCc2ccccn2)c(O)c2ccccc21	i	-2	-2
CCc1ccccc1NC(=O)CN(C)C(=O)c1cc(C2CC2)nn1-c1ccccc1	i	2	-1
COc1ccc(Oc2coc3cc(OC(=O)c4cncc(Br)c4)ccc3c2=O)cc1	i	16	0
NNC(=O)c1cc(S(=O)(=O)N2CCOCC2)c[nH]1	i	1	0
COc1ccccc1NS(=O)(=O)c1ccc(C(=O)NCc2ccc(S(N)(=O)=O)cc2)cc1	i	0	0
CCCCn1c(N)c(N(CCOC)C(=O)COC(=O)CCOc2ccc(C)cc2)c(=O)[nH]c1=O	i	12	-3
Cc1noc(C)c1NC(=O)N(C)C[C@H]1Oc2ccc(NC(=O)C3CCCCC3)cc2C(=O)N([C@H](C)CO)C[C@@H]1C	i	-11	-2
Cc1ccccc1NC(=O)C(C)OC(=O)C1CC(=O)N(Cc2ccco2)C1 (stereo not given)	i	-1	-1
Cc1csc(CNc2ncnc3ccc(-c4ccccc4Cl)cc23)c1	i	12	-1
CCCCN(C(=O)C(CCSC)N1C(=O)c2ccccc2C1=O)c1c(N)n(CCC)c(=O)[nH]c1=O (stereo not given)	i	-4	1
COc1cccc(-c2sc3ccc(OC)cc3c2C#CC(C)(C)O)c1	i	2	18
O=C1C=CN(Cc2ccccc2)C(c2ccccc2)C1 (stereo not given)	i	5	4
O=C1N[C@H](Cc2c[nH]c3ccccc23)COC(=O)[C@H](Cc2ccc(F)cc2)C/C=C\C[C@H]1CC(=O)N(CCO)Cc1ccccc1	i	-5	-4
COc1cc(F)cc(-c2ccc3c(c2)c(-c2cccs2)c(-c2cc(OC)cc(OC)c2)n3C)c1	i	-2	-3
CC(Sc1nnc(C2CC2)n1C1CC1)C(=O)Nc1ccccc1C#N (stereo not given)	i	-2	2
O=C(COC(=O)c1ccccc1O)NCc1ccc2c(c1)OCO2	i	0	3
CS(=O)(=O)Nc1ccccc1C(=O)OCC(=O)N1CCC(c2ccccc2)=N1	i	4	-5
NCCCCC(N)c1cn([C@@H](CCC(=O)O)C(=O)N2CCNCC2)nn1 (stereo not given in full)	i	-4	-1
C[C@H]1CN([C@@H](C)CO)C(=O)Cc2cc(NS(=O)(=O)c3cccs3)ccc2O[C@H]1CN(C)S(=O)(=O)c1cn(C)cn1	i	3	-1
O=C(Nc1cccc(Cl)c1)c1nc[nH]c1C(=O)N1CCN(c2ccccc2)CC1	i	5	-4
O=C(Nc1ccccn1)c1ccc2c(=O)n3c(nc2c1)CCCCC3	i	3	2
CC1CN(S(=O)(=O)c2ccc(C(=O)OCc3ccc(C#N)cc3)cc2)CC(C)O1 (stereo not given)	i	1	-5
CC(Sc1nnc(C2CC2)n1C1CC1)C(=O)N(C)Cc1cccc(F)c1 (stereo not given)	i	-1	-2
NC(=O)Nc1ccc(C(=O)OCC(=O)N2CCc3ccccc3C2)cc1	i	2	0
CC(C)COc1ccc(C(=O)OCC(=O)NCc2cccs2)cc1	i	-2	1
Cc1ccc(-c2nc(COC(=O)C3=NN(c4ccccc4)C(=O)CC3)cs2)cc1	i	8	0
CCN(C(=O)CSc1nnc(C)c(=O)[nH]1)c1cccc2ccccc12	i	3	-2
COc1cccc(N2CCN(C(=O)c3cc(C)oc3C)CC2)c1	i	3	21
CCOc1ccccc1OCCCC(=O)Nc1cccc(-n2cnnn2)c1C	i	-5	-1
COc1ccc(NC(=O)CSCC(=O)N2CCN(C(=O)c3ccco3)CC2)cc1	i	2	1
COc1ccc(Cl)cc1NC(=O)CN(C)C(=O)Cn1cnnn1	i	-3	-2
Cn1c(=O)c2c(ncn2CC(=O)OCC(=O)Nc2cc(Cl)ccc2C#N)n(C)c1=O	i	4	-3
CC1CCCC(NC(=O)COC(=O)c2n[nH]c3ccccc23)C1C (stereo not given)	i	0	-3
O=C(Nc1cc(C(F)(F)F)ccc1N1CCOCC1)C1CCCO1 (stereo not given)	i	-1	-4
O=C(COC(=O)CNC(=O)C1CCCCC1)Nc1ccc(Br)cc1Br	i	5	-3
COC(=O)[C@]1(CC(C)C)N[C@H](c2ccc(-c3ccccc3)cc2)[C@@H]2C(=O)N(C)C(=O)[C@@H]21	i	2	0
O=C(CCNS(=O)(=O)c1ccc(Br)cc1)NCCCSc1ccccc1	i	-6	-1

Assay outcomes from PubChem BioAssay.

The list is partial (hit frequency here may not be typical).
